High-throughput results (PubChem)
HDAC3 inh: inhibitors of human histone deacetylase 3; inhibition, % at 8.3 µM; 320,000 compounds, 0.15% hits; O15379; recombinant HDAC3, fluorogenic peptide/trypsin coupled, fluorescence; in the data active = inhibition above about 26%, passing the limit was not always enough
ANO1 block: inhibitors of mouse TMEM16A calcium-activated chloride channel | Q8BHY3 | HEK293 TMEM16A/YFP iodide influx fluorescence, ionomycin | normalized B-score (activity score, 25-100; higher = stronger inhibition) at 10 µM | 310,000 compounds, 1.2% hits;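 active = ratio plate-corrected score three or more library SD toward inhibition, starting fluorescence score within five deviations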;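 also: score derived from kinetic fluorescence span divided by baseline fluorescence per well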
DYRK1A inh: Dyrk1A (rat) kinase inhibition | 310,000 compounds, 0.43% hits | ADP-Glo luminescence, NFATc1 peptide | inhibition, % at 12.5 µM | Q63470; in the data active = inhibition above about 50%;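 also: plate controls were vehicle with enzyme for no effect and no enzyme for full effect; many of its hits are not listed in these tables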
TRPC4 agonist: opens the mouse TRPC4 cation channel | 310,000 compounds, 0.49% hits | HEK293 TRPC4beta/mu-opioid, Fluo4 calcium fluorescence; active compounds read high | Q9QUQ5 | B-score at 10 µM;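 active = B-score above 5 SD of library B-scores, and initial fluorescence ratio not above library mean plus 5 SD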;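 also: positive B-score marks a calcium rise read as TRPC4 activation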
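System – HEK293 cells stably co-expressing mouse TRPC4beta and mu-opioid receptor · Signal – Fluo4 calcium-sensitive dye fluorescence, kinetic, 1 Hz baseline · Benchmarks – buffer (low) and maximal DAMGO (high) · Read-out – B score of integrated fluorescence ratio per well · Incubation – dye loading 45 min room temperature, 110 s kinetic read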
hERG rescue: shields human hERG channel from block by proarrhythmic agents | AID 1511 | 310,000 compounds, 0.51% hits | CHO-hERG, FluxOR thallium flux, dofetilide IC70 present | activation (rescue from dofetilide block), less the hit threshold, % at 10 µM | Q12809;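 active = activation above the mean of controls blocked by dofetilide plus 5 SD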;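 also: thallium influx through hERG after potassium depolarization seen as dye fluorescence rise; in these data hits start at about 4.7%; inactives centre near -7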
KCNQ1 act: potentiates or activates the human KCNQ1 potassium channel; CHO-K1 KCNQ1, thallium flux FluxOR fluorescence; active compounds read high; B-score at 10 µM; 310,000 compounds, 0.35% hits; AID 2648;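 active = fluorescence ratio B-score, a plate-corrected score, at least three library SD, with initial intensity B-score within 5 SD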
Target sequence (P51787 whole entry, looked up): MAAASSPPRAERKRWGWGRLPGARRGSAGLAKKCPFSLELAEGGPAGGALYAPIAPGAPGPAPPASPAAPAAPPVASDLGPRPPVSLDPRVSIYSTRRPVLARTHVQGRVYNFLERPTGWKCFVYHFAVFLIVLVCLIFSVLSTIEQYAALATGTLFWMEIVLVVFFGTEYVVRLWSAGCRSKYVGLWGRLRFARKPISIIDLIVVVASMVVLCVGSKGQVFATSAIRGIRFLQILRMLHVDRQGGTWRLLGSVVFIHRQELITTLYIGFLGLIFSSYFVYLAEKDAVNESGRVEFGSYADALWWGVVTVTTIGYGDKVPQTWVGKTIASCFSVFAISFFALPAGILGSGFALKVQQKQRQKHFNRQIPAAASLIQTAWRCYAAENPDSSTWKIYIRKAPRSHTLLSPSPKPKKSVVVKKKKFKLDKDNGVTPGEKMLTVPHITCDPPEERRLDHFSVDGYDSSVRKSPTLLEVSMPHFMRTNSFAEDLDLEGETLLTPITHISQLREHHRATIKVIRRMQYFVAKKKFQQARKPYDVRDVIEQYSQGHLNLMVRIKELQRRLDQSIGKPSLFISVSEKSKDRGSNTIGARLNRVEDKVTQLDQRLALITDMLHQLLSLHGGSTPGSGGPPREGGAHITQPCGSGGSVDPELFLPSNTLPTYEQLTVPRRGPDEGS
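Medium – assay buffer, equal DMSO in all wells · Material – CHO-K1 cell line with stable KCNQ1 potassium channel expression · Signal – kinetic FluxOR thallium fluorescence, 10-s 1-Hz baseline, 110-s post-stimulus read · Compound – single concentration per compound, DMSO matched to controls · Schedule – 37 °C overnight plating, 90-min dark dye load, 20-min compound pretreatment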
TRPC4 PAM: allosteric potentiators of mouse TRPC4 channel; 310,000 compounds, 0.42% hits; Q9QUQ5; AID 2227; HEK293 TRPC4beta/mu-opioid, DAMGO EC20, Fluo-4 Ca2+ flux; active compounds read high; B-score at 10 µM;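 active = B-score of calcium response area above 5 SD of library B-scores, with initial fluorescence ratio within 5 SD of library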;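 also: B-score of integrated fluorescence ratio over time as area under calcium response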
KCNK3 block: human KCNK3 channel inhibition, primary screen. CHO-KCNK3 thallium flux, FluxOR fluorescence; active compounds read low. B-score at 10 µM. 340,000 compounds, 0.84% hits. AID 602410;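 active = B-score under library mean minus 4 SD, starting fluorescence ratio at most library mean plus 5 SD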;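 also: more negative B-score means stronger inhibition of thallium flux through KCNK3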
Target sequence (O14649 whole entry, looked up): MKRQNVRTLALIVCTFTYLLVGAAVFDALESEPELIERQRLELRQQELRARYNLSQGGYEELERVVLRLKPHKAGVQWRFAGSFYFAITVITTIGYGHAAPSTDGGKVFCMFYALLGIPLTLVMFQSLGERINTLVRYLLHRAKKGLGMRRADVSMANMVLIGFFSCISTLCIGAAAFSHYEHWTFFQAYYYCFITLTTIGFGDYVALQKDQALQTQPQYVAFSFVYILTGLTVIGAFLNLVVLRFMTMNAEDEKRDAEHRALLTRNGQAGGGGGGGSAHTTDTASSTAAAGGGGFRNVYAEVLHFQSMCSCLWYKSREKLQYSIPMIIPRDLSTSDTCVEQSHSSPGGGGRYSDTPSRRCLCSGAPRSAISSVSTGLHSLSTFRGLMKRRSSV
KCNQ1 block: blocks the human KCNQ1 potassium channel | P51787 | CHO-K1 KCNQ1, FluxOR thallium flux fluorescence; active compounds read high | B-score at 10 µM | 310,000 compounds, 1.3% hits;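 active = compounds whose thallium flux B-score, printed positive for inhibition, exceeds three library SD while starting fluorescence stays within three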;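 also: channel opened by potassium depolarization with thallium stimulus after 20 min compound exposure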
KCNK9 block: blocks the human KCNK9 two-pore domain potassium channel; AID 488922; B-score at 10 µM; 310,000 compounds, 1.2% hits; Q9NPC2; HEK293 KCNK9, FluxOR thallium flux fluorescence; active compounds read low;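 active = ratio B-score over 3 SD below the library mean, with starting fluorescence within 5 SD of its mean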;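 also: negative B-score means less thallium flux so channel inhibition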
TMEM16A act: activates or potentiates the mouse TMEM16A chloride channel. B-score at 10 µM. HEK293 TMEM16A/YFP-H148Q/I152L, iodide quench fluorescence; active compounds read low. 340,000 compounds, 0.3% hits;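 active = fluorescence-ratio B-score plate-corrected deviation score at least 3 library SD below zero, with starting fluorescence score within 5 deviations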;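 also: channel opened by trigger with iodide after compound preincubation; score built on the fluorescence ratio of max minus min over baseline; more negative score means more quench and so TMEM16A activation or potentiation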
Numbers without * were called inactive.

Results for Cc1ccc(Cl)cc1NC(=S)N(CCCN1CCN(C)CC1)Cc1ccco1 ?
HDAC3 inh: -8.1; ANO1 block: inactive; DYRK1A inh: 1.0; TRPC4 agonist: inactive; hERG rescue: -5.9; KCNQ1 act: inactive; TRPC4 PAM: inactive; KCNK3 block: inactive; KCNQ1 block: inactive; KCNK9 block: inactive; TMEM16A act: inactive

What do the screens show for `CCOC(=O)C1CCN(C(=O)Cn2cc(C#N)c3ccccc32)CC1`?
HDAC3 inh: -4.8; ANO1 block: inactive; DYRK1A inh: -16.5; TRPC4 agonist: inactive; hERG rescue: -2.7; KCNQ1 act: inactive; TRPC4 PAM: inactive; KCNK3 block: inactive; KCNQ1 block: inactive; KCNK9 block: inactive; TMEM16A act: inactive

How did COc1nc(-c2ccccc2)c2c(c1C#N)CC(C)(C)OC2 do in these assays?
HDAC3 inh: -0.4; ANO1 block: inactive; DYRK1A inh: 4.6; TRPC4 agonist: inactive; hERG rescue: -7.1; KCNQ1 act: inactive; TRPC4 PAM: inactive; KCNK3 block: inactive; KCNQ1 block: inactive; KCNK9 block: inactive; TMEM16A act: inactive

What do the screens show for `O=c1[nH]c2ccccc2c2oc(CCl)nc12`?
HDAC3 inh: 2.6; ANO1 block: inactive; TRPC4 agonist: inactive; hERG rescue: -11.0; KCNQ1 act: inactive; TRPC4 PAM: inactive; KCNK3 block: inactive; KCNQ1 block: inactive; KCNK9 block: inactive; TMEM16A act: inactive

Results for COc1ccc(CNC(=O)C2CCN(C(=O)[C@@H]3Cc4ccccc4CN3)CC2)cc1 ?
HDAC3 inh: -3.2; ANO1 block: inactive; DYRK1A inh: -1.8; TRPC4 agonist: inactive; hERG rescue: -2.2; KCNQ1 act: inactive; TRPC4 PAM: inactive; KCNK3 block: inactive; KCNQ1 block: inactive; KCNK9 block: inactive; TMEM16A act: inactive

How did COC(=O)CCCCCCCCCCN1CCCCC1 do in these assays?
HDAC3 inh: -1.8; ANO1 block: inactive; DYRK1A inh: 0.0; TRPC4 agonist: inactive; hERG rescue: -7.3; KCNQ1 act: inactive; TRPC4 PAM: inactive; KCNK3 block: inactive; KCNQ1 block: inactive; KCNK9 block: inactive; TMEM16A act: inactive

Results for COC(=O)c1cccc(NC(=O)CC2C(=O)NCCN2C(=O)Nc2cc(C)cc(C)c2)c1 (configuration not stated) ?
HDAC3 inh: 3.7; ANO1 block: inactive; DYRK1A inh: 2.6; TRPC4 agonist: inactive; hERG rescue: -16.0; KCNQ1 act: inactive; TRPC4 PAM: inactive; KCNK3 block: -9.18*; KCNQ1 block: inactive; KCNK9 block: inactive; TMEM16A act: inactive

How did O=C(NCCS(=O)(=O)N1CCN(c2ccccc2)CC1)c1cccs1 do in these assays?
HDAC3 inh: 6.2; ANO1 block: inactive; DYRK1A inh: 3.7; TRPC4 agonist: inactive; hERG rescue: -9.4; KCNQ1 act: inactive; TRPC4 PAM: inactive; KCNK3 block: inactive; KCNQ1 block: inactive; KCNK9 block: inactive; TMEM16A act: inactive

What do the screens show for `CCNc1nc(C)c2cc(Br)c(=O)n(CC)c2n1`?
HDAC3 inh: -29.6; ANO1 block: inactive; DYRK1A inh: 3.1; TRPC4 agonist: inactive; hERG rescue: -2.7; KCNQ1 act: inactive; TRPC4 PAM: inactive; KCNK3 block: inactive; KCNQ1 block: inactive; KCNK9 block: inactive; TMEM16A act: inactive

How did Cc1ccccc1N1CCN(C2CCCN(C(=O)c3ccc(Cl)s3)C2)CC1 (configuration not stated) do in these assays?
HDAC3 inh: 0.3; ANO1 block: inactive; DYRK1A inh: 6.5; TRPC4 agonist: inactive; hERG rescue: -10.7; KCNQ1 act: inactive; TRPC4 PAM: inactive; KCNK3 block: inactive; KCNQ1 block: inactive; KCNK9 block: inactive; TMEM16A act: inactive

How did O=C(c1cnc2n(c1=O)CCS2)N1CCN(c2ccccc2F)CC1 do in these assays?
HDAC3 inh: 1.9; ANO1 block: inactive; DYRK1A inh: -1.4; TRPC4 agonist: inactive; hERG rescue: -12.2; KCNQ1 act: inactive; TRPC4 PAM: inactive; KCNK3 block: inactive; KCNQ1 block: inactive; KCNK9 block: inactive; TMEM16A act: inactive

How did COc1ccccc1C(=O)N1CCN=C1SCc1cccnc1 do in these assays?
HDAC3 inh: 3.3; ANO1 block: inactive; DYRK1A inh: -3.1; TRPC4 agonist: inactive; hERG rescue: -2.4; KCNQ1 act: inactive; TRPC4 PAM: inactive; KCNK3 block: inactive; KCNQ1 block: inactive; KCNK9 block: inactive; TMEM16A act: inactive

Results for Cc1nc(NC(=O)CN(C)S(=O)(=O)c2ccc(Cl)cc2)sc1C ?
HDAC3 inh: 0.0; ANO1 block: inactive; DYRK1A inh: 6.2; TRPC4 agonist: inactive; hERG rescue: -10.9; KCNQ1 act: inactive; TRPC4 PAM: inactive; KCNK3 block: inactive; KCNQ1 block: inactive; KCNK9 block: inactive; TMEM16A act: inactive

Results for O=C(N/N=C/c1ccccc1O)c1cccc(C(F)(F)F)c1 ?
HDAC3 inh: 0.7; ANO1 block: inactive; DYRK1A inh: -1.7; TRPC4 agonist: inactive; hERG rescue: -2.3; KCNQ1 act: inactive; TRPC4 PAM: inactive; KCNK3 block: inactive; KCNQ1 block: inactive; KCNK9 block: inactive; TMEM16A act: inactive

How did CN(C(=O)COC(=O)c1ccccc1NCc1ccco1)c1c(N)n(Cc2ccccc2)c(=O)[nH]c1=O do in these assays?
HDAC3 inh: -6.5; ANO1 block: inactive; DYRK1A inh: -18.3; TRPC4 agonist: inactive; hERG rescue: -15.3; KCNQ1 act: inactive; TRPC4 PAM: inactive; KCNK3 block: inactive; KCNQ1 block: inactive; KCNK9 block: inactive; TMEM16A act: inactive

What do the screens show for `COc1ccccc1CN1CCNC(=O)C1CC(=O)N(C)Cc1cnccn1` (configuration not stated)?
TRPC4 agonist: inactive; hERG rescue: -10.6; KCNQ1 act: inactive; TRPC4 PAM: inactive; KCNK3 block: inactive; KCNQ1 block: inactive; KCNK9 block: inactive; TMEM16A act: inactive

Results for CC1CCCC(C)N1C(=O)COC(=O)c1nn(C)c(=O)c2ccccc12 (configuration not stated) ?
HDAC3 inh: 1.9; ANO1 block: inactive; DYRK1A inh: 2.9; TRPC4 agonist: inactive; hERG rescue: -7.2; KCNQ1 act: inactive; TRPC4 PAM: inactive; KCNK3 block: inactive; KCNQ1 block: inactive; KCNK9 block: inactive; TMEM16A act: inactive

What do the screens show for `CCN(CC)S(=O)(=O)c1ccc(NC(=O)c2cccnc2Cl)c(NC(=O)c2cccnc2Cl)c1`?
HDAC3 inh: -0.2; ANO1 block: inactive; DYRK1A inh: 4.2; TRPC4 agonist: inactive; hERG rescue: -11.9; KCNQ1 act: 13*; TRPC4 PAM: inactive; KCNK3 block: inactive; KCNQ1 block: inactive; KCNK9 block: inactive; TMEM16A act: -8.41*

Results for Cc1c(NC(=O)c2cc(-c3ccc(Cl)cc3)on2)c(=O)n(-c2ccccc2)n1C ?
HDAC3 inh: 5.0; ANO1 block: inactive; DYRK1A inh: 1.1; TRPC4 agonist: inactive; hERG rescue: -2.7; KCNQ1 act: inactive; TRPC4 PAM: inactive; KCNK3 block: inactive; KCNQ1 block: inactive; KCNK9 block: inactive; TMEM16A act: inactive

How did Cc1cccc(NCN2C(=O)c3ccccc3C2=O)c1 do in these assays?
HDAC3 inh: 5.0; ANO1 block: inactive; DYRK1A inh: -1.1; TRPC4 agonist: inactive; hERG rescue: 3.0; KCNQ1 act: inactive; TRPC4 PAM: inactive; KCNK3 block: inactive; KCNQ1 block: inactive; KCNK9 block: inactive; TMEM16A act: inactive

How did CCn1ncc(Br)c1C(=O)Nc1ccc(F)c([N+](=O)[O-])c1 do in these assays?
HDAC3 inh: -4.3; ANO1 block: inactive; DYRK1A inh: -7.2; TRPC4 agonist: inactive; hERG rescue: -6.9; KCNQ1 act: inactive; TRPC4 PAM: inactive; KCNK3 block: inactive; KCNQ1 block: inactive; KCNK9 block: inactive; TMEM16A act: inactive

What do the screens show for `CCOC(=O)COc1ccc(S(=O)(=O)NCc2ccncc2)cc1`?
HDAC3 inh: -2.7; ANO1 block: inactive; TRPC4 agonist: inactive; hERG rescue: -12.8; KCNQ1 act: inactive; TRPC4 PAM: inactive; KCNK3 block: inactive; KCNQ1 block: inactive; KCNK9 block: inactive; TMEM16A act: inactive

Results for CCCS(=O)(=O)N1CCCC(C(=O)NCCCN2CCN(c3ccc(F)cc3)CC2)C1 (configuration not stated) ?
HDAC3 inh: 0.2; ANO1 block: inactive; DYRK1A inh: 1.2; TRPC4 agonist: inactive; hERG rescue: -1.9; KCNQ1 act: inactive; TRPC4 PAM: inactive; KCNK3 block: inactive; KCNQ1 block: inactive; KCNK9 block: inactive; TMEM16A act: inactive

What do the screens show for `O=C(Cc1csc(N2CCOCC2)n1)N/N=C/c1ccc(F)cc1`?
HDAC3 inh: 6.1; ANO1 block: inactive; DYRK1A inh: 2.1; TRPC4 agonist: inactive; hERG rescue: -8.7; KCNQ1 act: inactive; TRPC4 PAM: inactive; KCNK3 block: inactive; KCNQ1 block: inactive; KCNK9 block: inactive; TMEM16A act: inactive

What do the screens show for `CCc1ccc(C(=O)N2CCC(c3nc4ccccc4s3)CC2)cc1`?
HDAC3 inh: 1.1; ANO1 block: inactive; DYRK1A inh: -0.3; TRPC4 agonist: inactive; hERG rescue: -12.7; KCNQ1 act: inactive; TRPC4 PAM: inactive; KCNK3 block: inactive; KCNQ1 block: inactive; KCNK9 block: inactive; TMEM16A act: inactive

Results for CCCC(=O)NC(C)C(c1cccs1)N1CCN(c2ccccc2)CC1 (configuration not stated) ?
HDAC3 inh: -2.3; ANO1 block: inactive; DYRK1A inh: -2.8; TRPC4 agonist: 87*; hERG rescue: -2.6; KCNQ1 act: inactive; TRPC4 PAM: inactive; KCNK3 block: inactive; KCNQ1 block: inactive; KCNK9 block: inactive; TMEM16A act: inactive

What do the screens show for `C/C=C(\C)C(=O)Nc1cccc(C2=NOC3(C2)C[C@@H](C(N)=O)N(C(=O)/C(C)=C/C)C3)c1` (some centres not stated)?
HDAC3 inh: -9.6; ANO1 block: inactive; DYRK1A inh: 8.9; TRPC4 agonist: inactive; hERG rescue: -5.5; KCNQ1 act: inactive; TRPC4 PAM: inactive; KCNK3 block: inactive; KCNQ1 block: inactive; KCNK9 block: inactive; TMEM16A act: inactive

A portion of the library, so the mix of outcomes need not match the whole.
